MITF inh: human MITF inhibition, primary screen; AlphaScreen MITF homodimerization, bead proximity signal; inhibition, % at 2.6 µM; actives 0.91% (n = 650,000); in the data active = inhibition above about 50%;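 also: 0% = vehicle wells with protein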
Target sequence (O75030 whole entry, looked up): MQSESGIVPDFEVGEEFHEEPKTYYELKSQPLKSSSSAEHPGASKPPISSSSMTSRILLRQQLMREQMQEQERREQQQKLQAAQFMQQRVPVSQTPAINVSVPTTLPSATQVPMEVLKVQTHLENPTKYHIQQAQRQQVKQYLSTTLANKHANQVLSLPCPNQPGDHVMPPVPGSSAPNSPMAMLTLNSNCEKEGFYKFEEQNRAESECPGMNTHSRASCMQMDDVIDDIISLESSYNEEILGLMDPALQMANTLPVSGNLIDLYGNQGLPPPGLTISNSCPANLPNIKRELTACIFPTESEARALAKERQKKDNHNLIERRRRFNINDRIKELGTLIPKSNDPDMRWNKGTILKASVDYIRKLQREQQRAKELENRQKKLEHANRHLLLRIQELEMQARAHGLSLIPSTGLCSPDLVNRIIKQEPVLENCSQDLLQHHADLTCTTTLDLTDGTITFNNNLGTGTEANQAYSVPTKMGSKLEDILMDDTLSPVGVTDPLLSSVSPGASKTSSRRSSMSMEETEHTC
TEAD-YAP block: TEAD-YAP interaction inhibition; HEK-TIYL cells, TEAD-Gal4/YAP UAS-luciferase luminescence; actives 1.4% (n = 640,000); inhibition, % at 9.12 µM; in the data active = inhibition above about 32%;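 also: 0% = median of test compound wells and 100% = reference inhibitor wells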
GPR151 activ: activators of human GPR151; actives 1% (n = 650,000); AID 1508602; PathHunter beta-arrestin GPR151 cells, luminescence; activation, % at 11.2 µM; in the data active = activation above about 4.9%;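 also: 0% = median of compound wells and 100% = cells with positive control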
Target sequence (Q8TDV0 whole entry, looked up): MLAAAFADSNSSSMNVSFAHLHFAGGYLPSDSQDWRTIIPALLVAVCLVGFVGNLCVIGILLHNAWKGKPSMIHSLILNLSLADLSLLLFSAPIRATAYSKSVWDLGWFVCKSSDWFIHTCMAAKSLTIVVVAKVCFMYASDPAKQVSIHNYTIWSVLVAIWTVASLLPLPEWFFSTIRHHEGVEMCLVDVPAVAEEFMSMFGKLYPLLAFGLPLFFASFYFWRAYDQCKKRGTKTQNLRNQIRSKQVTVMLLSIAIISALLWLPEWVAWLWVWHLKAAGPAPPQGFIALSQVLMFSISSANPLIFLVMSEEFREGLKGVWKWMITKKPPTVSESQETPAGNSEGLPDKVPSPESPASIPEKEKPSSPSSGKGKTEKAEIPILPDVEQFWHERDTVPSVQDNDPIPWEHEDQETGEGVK
FBW7 act: human FBW7 E3 ligase activation, primary screen. AlphaScreen FBW7–phospho-cyclin E peptide binding, activator screen. normalized activity (activation), % at 26.1 µM. actives 0.13% (n = 650,000). AID 1259310; in the data active = normalized activity above about 1.9%;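 also: purified mutant Fbw7 with reduced substrate affinity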
* hit, by the source's call.

Results for O=C(Oc1ccc(Cl)c2cccnc12)N1CCCCC1 ?
MITF inh: 9; TEAD-YAP block: -9; GPR151 activ: -0.1; FBW7 act: 0.3

What do the screens show for `COc1cc(NS(=O)(=O)c2ccc3c(c2)Cc2ccccc2-3)cc(OC)c1OC`?
MITF inh: 9; TEAD-YAP block: 42*; GPR151 activ: 4.9; FBW7 act: -0.1

What do the screens show for `O=C(Nc1ccc(Cl)cc1Cl)c1cc(S(=O)(=O)N2CCCCC2)ccc1F`?
MITF inh: 13; TEAD-YAP block: -8; GPR151 activ: -1.7; FBW7 act: 0.0

What do the screens show for `CCc1nc2sc(C(c3ccccc3F)N3CCOCC3)c(O)n2n1` (stereo not drawn)?
MITF inh: -34; TEAD-YAP block: -2; GPR151 activ: -0.2; FBW7 act: -0.3

Results for O=C(Nc1ccc(Cc2ccncc2)cc1)c1cc(-c2ccccc2)nc2ccccc12 ?
MITF inh: 19; TEAD-YAP block: 8; GPR151 activ: -0.6; FBW7 act: 0.1

What do the screens show for `CC1=C(C(=O)OCCc2ccccc2)C(c2ccc(C)o2)C2=C(CC(C)(C)CC2=O)N1` (stereo not drawn)?
MITF inh: 8; TEAD-YAP block: 13; GPR151 activ: -0.2; FBW7 act: 0.0

Results for CCCNc1cc(-c2ccccc2)ncn1 ?
MITF inh: 0; TEAD-YAP block: -26; GPR151 activ: -1.8; FBW7 act: -0.1

Results for CC(=O)Nc1ccc(Nc2nc(Cl)nc3c2ncn3Cc2ccc(C(F)(F)F)cc2)cc1 ?
MITF inh: 8; TEAD-YAP block: 6; GPR151 activ: 2.8; FBW7 act: 0.2

What do the screens show for `O=C(Nn1c(-c2ccc(Br)cc2)nc2ccccc2c1=O)c1ccc(Cl)c(Cl)c1`?
MITF inh: 5; TEAD-YAP block: -1; GPR151 activ: 0.9; FBW7 act: -0.1

How did CCNC(=O)c1nn(CC2CC2)c2c1CN(Cc1cccnc1)CC2 do in these assays?
MITF inh: -10; TEAD-YAP block: -4; GPR151 activ: 0.5; FBW7 act: -0.1

What do the screens show for `CN(CC1Cc2ccccc2O1)C(=O)CCC1(Cc2ccsc2)CCC(=O)N1` (stereo not drawn)?
MITF inh: 9; TEAD-YAP block: 2; GPR151 activ: -0.3; FBW7 act: 0.2

Results for CCc1nn(CC(=O)NCc2ccc(OC)c(OC)c2)c(=N)s1 ?
MITF inh: 9; TEAD-YAP block: -5; GPR151 activ: 0.0; FBW7 act: 0.0

Of the compounds above, three have fluorine:
What do the screens show for `O=C(Nc1ccc(Cl)cc1Cl)c1cc(S(=O)(=O)N2CCCCC2)ccc1F`?
MITF inh: 13; TEAD-YAP block: -8; GPR151 activ: -1.7; FBW7 act: 0.0

What do the screens show for `CCc1nc2sc(C(c3ccccc3F)N3CCOCC3)c(O)n2n1` (stereo not drawn)?
MITF inh: -34; TEAD-YAP block: -2; GPR151 activ: -0.2; FBW7 act: -0.3

Results for CC(=O)Nc1ccc(Nc2nc(Cl)nc3c2ncn3Cc2ccc(C(F)(F)F)cc2)cc1 ?
MITF inh: 8; TEAD-YAP block: 6; GPR151 activ: 2.8; FBW7 act: 0.2

Other structures.
What do the screens show for `Cc1ccc(CS(=O)(=O)CC2Nc3ccc(C(=O)NCCC(C)C)cc3NC2=O)cc1` (stereo not drawn)?
MITF inh: -2; TEAD-YAP block: -5; GPR151 activ: -0.3; FBW7 act: 0.3

Results for O=C(O)c1cc(S(=O)(=O)Nc2ccc([N+](=O)[O-])cc2)ccc1O ?
MITF inh: 40; TEAD-YAP block: 12; GPR151 activ: -1.0; FBW7 act: 0.1

Results for COc1ccc(C(=O)CN(Cc2ccccc2)C2=NCCS2)cc1 ?
MITF inh: 18; TEAD-YAP block: 3; GPR151 activ: 2.9; FBW7 act: -0.1

How did CNc1ccccc1C(=O)OCC(=O)c1ccccc1 do in these assays?
MITF inh: -4; TEAD-YAP block: -30; GPR151 activ: 4.9; FBW7 act: 1.0

What do the screens show for `Cc1ccc(/C=C/C2=NC(=C\c3ccccc3Cl)/C(=O)O2)cc1`?
MITF inh: 1; TEAD-YAP block: -15; GPR151 activ: 1.8; FBW7 act: 0.0

How did CN(CCCNC(=O)/C=N/O)CCCC(C)(C)C do in these assays?
MITF inh: 12; TEAD-YAP block: 3; GPR151 activ: -1.4; FBW7 act: 0.3

Results for CC(=O)c1cc(C#N)c(SCC(=O)C(C)(C)C)nc1C ?
MITF inh: 10; TEAD-YAP block: -92; GPR151 activ: -1.2; FBW7 act: 1.0

What do the screens show for `CCCCCCOC(=O)c1ccc(OC(=O)c2cccnc2)cc1`?
MITF inh: -6; TEAD-YAP block: -24; GPR151 activ: 0.6; FBW7 act: 0.0

How did O=C(O)CC(NCc1ccccc1)C(=O)Nc1ccccc1Br (stereo not drawn) do in these assays?
MITF inh: 8; TEAD-YAP block: -1; GPR151 activ: -0.7; FBW7 act: -0.1

How did COc1cc(/C=N/NC(=O)c2nnn(-c3nonc3N)c2C)cc(OC)c1OC do in these assays?
MITF inh: 2; TEAD-YAP block: 3; GPR151 activ: -0.8; FBW7 act: 0.1

What do the screens show for `Cc1nn(CC(=O)c2ccc(C(=O)NNC(=O)c3ccccc3Br)cc2)c(C)c1Cl`?
MITF inh: -1; TEAD-YAP block: -9; GPR151 activ: -1.4; FBW7 act: -0.1

How did CS(=O)(=O)N(CC(=O)Nc1cccnc1)c1cccc(C(F)(F)F)c1 do in these assays?
MITF inh: -4; TEAD-YAP block: 5; GPR151 activ: 3.4; FBW7 act: 0.1

How did O=S(=O)(O)c1cc(O)c2cc(Nc3ccccc3)ccc2c1 do in these assays?
MITF inh: 44; TEAD-YAP block: 12; GPR151 activ: 1.1; FBW7 act: -0.4

What do the screens show for `CCN(CC)c1ccc(C(=O)OCC(=O)N(C(C)C)C(C)C)cc1`?
MITF inh: 0; TEAD-YAP block: 1; GPR151 activ: -1.1; FBW7 act: -0.1

What do the screens show for `CC1(C)CC(=O)C2=C(C1)N1C(=C(C#N)C2c2cccnc2)N=C(N)c2c1sc1c2CCCCC1` (stereo not drawn)?
MITF inh: 17; TEAD-YAP block: -2; GPR151 activ: 0.4; FBW7 act: 0.6

What do the screens show for `CCCCCCc1ccc(C(=O)Nc2cccc(C)c2)cc1`?
MITF inh: 2; TEAD-YAP block: -11; GPR151 activ: -0.6; FBW7 act: 0.0

What do the screens show for `CCC(CO)Nc1ccc2ncc(-c3cc(C)cs3)n2n1` (stereo not drawn)?
MITF inh: 7; TEAD-YAP block: 18; GPR151 activ: -0.6; FBW7 act: 0.0

What do the screens show for `O=C(c1cccc(Cl)c1)N1CCNCC1`?
MITF inh: -1; TEAD-YAP block: 1; GPR151 activ: -1.2; FBW7 act: 0.1

How did CCOC(=O)c1ccccc1NC(=O)CCN1C(=O)c2ccccc2C1=O do in these assays?
MITF inh: 14; TEAD-YAP block: 0; GPR151 activ: 0.6; FBW7 act: 0.4

How did O=C(CSc1nnc(NC(=O)c2ccccc2[N+](=O)[O-])s1)Nc1ccccc1 do in these assays?
MITF inh: 11; TEAD-YAP block: -16; GPR151 activ: -6.0; FBW7 act: 0.2

What do the screens show for `Cc1sc2ncn(CC(=O)NCC(=O)NC3CCCCCC3)c(=O)c2c1C`?
MITF inh: 5; TEAD-YAP block: 1; GPR151 activ: -0.6; FBW7 act: 0.1

Results for O=C(CCN1CCN(c2ccccc2)CC1)Nc1ccc(F)c(F)c1 ?
MITF inh: 13; TEAD-YAP block: 9; GPR151 activ: -1.8; FBW7 act: 0.6

How did CC(C)CC(=O)Nc1cccc(NC(=O)c2cccc(C(=O)O)c2)c1 do in these assays?
MITF inh: -1; TEAD-YAP block: 9; GPR151 activ: -2.1; FBW7 act: -0.1

How did O=c1oc2ccc3ccccc3c2cc1-c1csc(-c2cc3cc([N+](=O)[O-])ccc3oc2=O)n1 do in these assays?
MITF inh: 9; TEAD-YAP block: 1; GPR151 activ: 1.1; FBW7 act: 0.1

What do the screens show for `Cc1ccc(C(=O)Nc2nncs2)cc1S(=O)(=O)N1CCOCC1`?
MITF inh: 20; TEAD-YAP block: 0; GPR151 activ: -0.2; FBW7 act: 0.4

How did O=C(CCCn1c(SCC(=O)NCC2CCCO2)nc2cc3c(cc2c1=O)OCO3)NCc1ccc2c(c1)OCO2 (stereo not drawn) do in these assays?
MITF inh: 12; TEAD-YAP block: -12; GPR151 activ: -0.4; FBW7 act: 0.5

How did CCCOc1ccc(/C(O)=C2/C(=O)C(=O)N(CCN(C)C)C2c2ccc(C)cc2)cc1C (stereo not drawn) do in these assays?
MITF inh: 2; TEAD-YAP block: -2; GPR151 activ: 2.4; FBW7 act: -0.1

Results for Cc1ccc(OCC(=O)N/N=C/c2cc3c(cc2[N+](=O)[O-])OCO3)cc1C ?
MITF inh: 18; TEAD-YAP block: 6; GPR151 activ: -1.2; FBW7 act: -0.1

How did O=C1c2ccccc2C(=O)C12OC2c1cccc(F)c1 (stereo not drawn) do in these assays?
MITF inh: -2; TEAD-YAP block: 2; GPR151 activ: -1.1; FBW7 act: -1.3

Results for Cc1ccc2c(CSc3nnc(C4CC4)n3N)cc(=O)oc2c1C ?
MITF inh: 14; TEAD-YAP block: -17; GPR151 activ: -0.2; FBW7 act: 0.4

What do the screens show for `Cc1ccc(NC(=O)COc2cc(Cl)ccc2Cl)c(Br)c1`?
MITF inh: 0; TEAD-YAP block: -9; GPR151 activ: -0.5; FBW7 act: 0.2

Results for CCc1ccc(C(=O)Cn2c(C)nc([N+](=O)[O-])c2Br)cc1 ?
MITF inh: 4; TEAD-YAP block: 16; GPR151 activ: 0.1; FBW7 act: -0.3

How did O=C(Nc1cccc(F)c1)c1cccc(C(=O)Nc2cccc(F)c2)c1 do in these assays?
MITF inh: 16; TEAD-YAP block: 2; GPR151 activ: -5.1; FBW7 act: 0.2

Results for O=C(O)CCN1C(=O)CC(N2C(=O)/C(=C/c3ccc(Cl)cc3)SC2=S)C1=O (stereo not drawn) ?
MITF inh: 4; TEAD-YAP block: 5; GPR151 activ: -0.2; FBW7 act: -0.1

What do the screens show for `Cc1oc(-c2ccc(Cl)cc2)nc1CSc1nc2c(c(=O)[nH]1)CCC2`?
MITF inh: 10; TEAD-YAP block: -1; GPR151 activ: 0.2; FBW7 act: 0.4

How did NC(=O)c1ccsc1NC(=O)CSc1nc(-c2ccccc2)cs1 do in these assays?
MITF inh: -5; TEAD-YAP block: -11; GPR151 activ: -1.4; FBW7 act: -0.3

Reprinted from the part before: 3 compounds, followed by the next part.
Results for O=C(O)CCN1C(=O)CC(N2C(=O)/C(=C/c3ccc(Cl)cc3)SC2=S)C1=O (stereo not drawn) ?
MITF inh: 4; TEAD-YAP block: 5; GPR151 activ: -0.2; FBW7 act: -0.1

What do the screens show for `Cc1oc(-c2ccc(Cl)cc2)nc1CSc1nc2c(c(=O)[nH]1)CCC2`?
MITF inh: 10; TEAD-YAP block: -1; GPR151 activ: 0.2; FBW7 act: 0.4

How did NC(=O)c1ccsc1NC(=O)CSc1nc(-c2ccccc2)cs1 do in these assays?
MITF inh: -5; TEAD-YAP block: -11; GPR151 activ: -1.4; FBW7 act: -0.3

What do the screens show for `CCC1=NN2C(=N)/C(=C/c3ccc(OCCOc4cc(C)ccc4C(C)C)cc3)C(=O)N=C2S1`?
MITF inh: 0; TEAD-YAP block: -4; GPR151 activ: 0.6; FBW7 act: 0.3

How did O=C(CN1CCC(O)(c2cccnc2)CC1)NC1CCCCC1 do in these assays?
MITF inh: -22; TEAD-YAP block: -6; GPR151 activ: -1.2; FBW7 act: 0.2

What do the screens show for `Oc1ccccc1C=Nc1ccc(Br)cn1`?
MITF inh: -15; TEAD-YAP block: -5; GPR151 activ: -0.7; FBW7 act: 0.7

What do the screens show for `COC(=O)C1=NNC2C(=O)N(c3cccc(C)c3)C(=O)C12` (stereo not drawn)?
MITF inh: -4; TEAD-YAP block: -1; GPR151 activ: 0.1; FBW7 act: 0.1

How did CC(=O)c1ccc(OCC(=O)NCC2Cc3cccc(-c4ncccn4)c3O2)cc1 (stereo not drawn) do in these assays?
MITF inh: -24; TEAD-YAP block: -7; GPR151 activ: -0.2; FBW7 act: 0.0

How did N#Cc1ccc(C(=O)NNC(=O)c2cccc(NC(=O)c3ccc(C#N)cc3)c2)cc1 do in these assays?
MITF inh: -6; TEAD-YAP block: 4; GPR151 activ: -1.5; FBW7 act: 0.0

How did CCOC(=O)C1=C(CN2CCc3ccccc32)NC(=O)NC1c1cc(C)ccc1C (stereo not drawn) do in these assays?
MITF inh: -8; TEAD-YAP block: 4; GPR151 activ: 1.4; FBW7 act: 0.2

How did COC(=O)CC(NC(=O)c1ccc(Br)cc1)C(=O)OC (stereo not drawn) do in these assays?
MITF inh: -4; TEAD-YAP block: -20; GPR151 activ: 0.9; FBW7 act: -0.1

How did CCOc1ccc(NC(=O)CCS(=O)(=O)c2ccc3c(c2)CCN3C(=O)CC)cc1 do in these assays?
MITF inh: 2; TEAD-YAP block: -5; GPR151 activ: -0.5; FBW7 act: 0.1

Results for Cn1c(-c2nc(C(=O)N3CCN(c4ccccn4)CC3)cs2)cc2ccccc21 ?
MITF inh: 14; TEAD-YAP block: -1; GPR151 activ: -2.4; FBW7 act: 1.3

What do the screens show for `CCSc1nc2c(c(=O)n(C)c(=O)n2C)n1Cc1ccccc1`?
MITF inh: 14; TEAD-YAP block: -8; GPR151 activ: -1.5; FBW7 act: 0.7

What do the screens show for `Nc1nonc1CC(=O)N/N=C/c1ccc2c(c1)OCO2`?
MITF inh: 2; TEAD-YAP block: 4; GPR151 activ: 1.1; FBW7 act: 0.2

Results for N#CCCN(C(=O)COC(=O)CC(NC(N)=O)c1ccc(Cl)cc1)c1ccc(F)cc1 (stereo not drawn) ?
MITF inh: 0; TEAD-YAP block: 5; GPR151 activ: -0.6; FBW7 act: 1.1

What do the screens show for `COC(=O)C(NC(=O)c1cccs1)C12CC3CC(CC(C3)C1)C2` (stereo not drawn)?
MITF inh: 3; TEAD-YAP block: -4; GPR151 activ: 5.1*; FBW7 act: 0.0

Screening results: PubChem BioAssay, The Scripps Research Institute Molecular Screening Center
